POLI inh – qHTS for Inhibitors of Polymerase Iota. DNA polymerase iota (Homo sapiens), Q9UNA4. Pol iota fluorescent replication assay, 10 min. Potency, µM (highest dose often 115 µM), for inactives: at the top dose activity, negative = inhibition, usual class: inhibitors. 390,000 compounds, 1% hits
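Pol iota at 10 nM preincubated 15 min with compounds at room temperature; reaction started with fluorescent substrate, 50 nM final. Fluorescence read kinetically at 0 and 10 min; buffer-only wells as negative control.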
APE1 inh – qHTS Assay for Inhibitors of the Human Apurinic/apyrimidinic Endonuclease 1 (APE1); DNA repair nuclease/redox regulator APEX1 (Homo sapiens), P27695; recombinant APE1, TAMRA/BHQ-2 abasic DNA cleavage fluorescence; Potency, µM (highest dose often 65.8 µM), for inactives: top-dose activity change, negative = inhibition, actives largely listed as inhibitors; 350,000 compounds, 0.35% hits;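 note: plate controls were vehicle for no effect and reference inhibitor for full effect; nearly all actives have a fitted effect of over 55% in size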
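Measures dequenching upon AP-site incision of a 5'-TAMRA/3'-BHQ-2 THF-containing duplex, 50 nM; human APE1 0.75 nM after 15 min room-temperature exposure to compound; kinetic three-point read at one-minute spacing.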
Pol kappa inh – qHTS for Inhibitors of Polymerase Kappa; 400,000 compounds, 0.53% hits; DNA polymerase kappa (Homo sapiens), Q9UBT6; Potency, µM (doses to about 107 µM), for the others: top-dose activity, negative = inhibition, hits mostly inhibitors; purified Pol kappa, fluorescent DNA synthesis assay, 10 min; AID 588579, 2011; note: % is set by controls: 0 for no effect and ±100 for the full control effect
Target sequence (Q9UBT6 whole entry, looked up): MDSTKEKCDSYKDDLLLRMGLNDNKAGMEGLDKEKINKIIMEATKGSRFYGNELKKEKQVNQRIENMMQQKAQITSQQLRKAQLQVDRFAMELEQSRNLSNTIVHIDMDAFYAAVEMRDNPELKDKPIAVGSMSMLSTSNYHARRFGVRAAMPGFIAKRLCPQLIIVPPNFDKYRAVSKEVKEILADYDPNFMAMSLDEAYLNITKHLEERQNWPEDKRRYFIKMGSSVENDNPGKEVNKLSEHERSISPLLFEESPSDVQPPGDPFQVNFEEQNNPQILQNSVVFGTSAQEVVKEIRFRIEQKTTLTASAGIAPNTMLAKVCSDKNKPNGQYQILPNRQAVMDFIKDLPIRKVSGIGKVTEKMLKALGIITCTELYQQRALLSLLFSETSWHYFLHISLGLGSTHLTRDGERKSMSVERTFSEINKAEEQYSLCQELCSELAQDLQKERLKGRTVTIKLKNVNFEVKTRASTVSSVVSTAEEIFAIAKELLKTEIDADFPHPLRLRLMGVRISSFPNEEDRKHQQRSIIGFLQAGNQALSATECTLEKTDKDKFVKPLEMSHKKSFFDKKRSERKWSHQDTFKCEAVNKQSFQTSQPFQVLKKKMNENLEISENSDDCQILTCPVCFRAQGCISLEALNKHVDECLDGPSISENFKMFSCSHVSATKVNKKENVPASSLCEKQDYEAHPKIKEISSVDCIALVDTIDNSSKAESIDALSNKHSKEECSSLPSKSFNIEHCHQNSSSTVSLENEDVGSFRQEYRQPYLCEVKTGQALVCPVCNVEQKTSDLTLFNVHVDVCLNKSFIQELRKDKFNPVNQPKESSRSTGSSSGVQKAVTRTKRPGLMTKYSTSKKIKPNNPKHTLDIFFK
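Here, compound and 10 nM enzyme are combined for 15 min at room temperature; adding 50 nM substrate (final) starts DNA synthesis, tracked by fluorescence at 0 and 10 min against buffer-only wells.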
BLM inh – qHTS Assay for Inhibitors of Bloom's syndrome helicase (BLM). recombinant BLM DNA unwinding, fluorescence dequenching. Potency, µM (series often up to 56.1 µM), for inactives: at the highest dose activity change, negative = inhibition, most hits filed as inhibitors. AID 2528, 2010. 350,000 compounds, 0.2% hits. RecQ-like DNA helicase BLM (Homo sapiens), P54132;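 note: plate controls were vehicle for no effect and no enzyme for full effect; nearly all actives have a fitted effect of over 35% in size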
G9a block – qHTS Assay for Inhibitors of Histone Lysine Methyltransferase G9a. G9a H3K9 monomethylation, AlphaScreen, 2 h. Potency, µM (doses to about 102 µM), for the others: at the highest dose activity, negative = inhibition, hits mostly inhibitors. 350,000 compounds, 8.8% hits; note: % is set by controls: 0 for no effect and ±100 for the full control effect; nearly all actives have a fitted effect of over 75% in size
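Chemiluminescent proximity detection of H3K9 monomethylation, read after 10 min bead incubation in the dark. Reaction: 20 nM G9a, 500 nM biotin-H3K9 peptide, 20 uM SAM cofactor, 2 h, room temperature, following 15 min enzyme-compound preincubation.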
POLB inh – qHTS Assay for Inhibitors of DNA Polymerase Beta. P06746. Pol beta primer extension/strand displacement, fluorescence kinetic. 340,000 compounds, 1.3% hits. Potency, µM (top dose mostly 114 µM), without a hit: at the top dose activity change, negative = inhibition, actives largely listed as inhibitors; note: % is set by controls: 0 for no effect and ±100 for the full control effect
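Kinetic readout of DNA synthesis with strand displacement by Pol beta. Compound and 10 nM enzyme sit 15 min at room temperature; 50 nM substrate starts the reaction, read immediately and at 10 min.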
BAZ2B block – qHTS Assay for Inhibitors of BAZ2B; Bromodomain adjacent to zinc finger domain protein 2B (Homo sapiens), Q9UIF8; Potency, µM (top dose mostly 114 µM), inactives show top-dose activity change, negative = inhibition, usual class: inhibitors; 360,000 compounds, 4.4% hits; AlphaScreen BAZ2B-H3K14Ac peptide displacement; note: % is set by controls: 0 for no effect and ±100 for the full control effect; nearly all actives have a fitted effect of over 60% in size
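BAZ2B (50 nM) with biotin-H3(5-23)K14Ac peptide (50 nM) in PBS pH 7.4, 0.01% Tween-20, preformed 30 min, then compound 30 min at room temperature; top concentration 110uM. AlphaScreen streptavidin donor/nickel chelate acceptor beads (10 ug/mL final), 20 min dark, signal read.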
JMJD2A Tudor inh – qHTS Assay for Inhibitors of JMJD2A-Tudor Domain; Lysine-specific demethylase 4A (Homo sapiens), O75164; AlphaScreen JMJD2A-Tudor / H3K4me3 peptide binding; Potency, µM (doses to about 114 µM), without a hit: top-dose activity change, negative = inhibition, hits mostly inhibitors; 390,000 compounds, 4.4% hits; note: % is set by controls: 0 for no effect and ±100 for the full control effect; nearly all actives have a fitted effect of over 50% in size
POLH inh – qHTS for Inhibitors of Polymerase Eta. DNA polymerase eta (Homo sapiens), Q9Y253. recombinant Pol eta, fluorescent DNA replication assay. Potency, µM (top dose mostly 114 µM), inactives show at the highest dose activity change, negative = inhibition, actives largely listed as inhibitors. 390,000 compounds, 1.2% hits. AID 588591, 2011; note: % is set by controls: 0 for no effect and ±100 for the full control effect
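Pol eta at 10 nM preincubated with compounds 15 min at room temperature; reaction started with fluorescent substrate (50 nM final) and read kinetically at 0 and 10 min.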
* hit, by the source's call; ? = inconclusive; . = no result given; [ ] = dose if it differs, or a comment. Calls come from the whole dose curve; as a rule, active = well fitted curve in the direction sought with a large enough effect; inconclusive = small, poorly fitted or top-dose-only effect, or another doubt; inactive = no such curve, though single readings can be large; an effect the other way counts as inactive or inconclusive. Potency is the fitted concentration of half-maximal effect. A portion of the library; rates above refer to the full screens.

Under each structure – POLI inh	BLM inh	POLB inh	G9a block	Pol kappa inh	BAZ2B block	APE1 inh	POLH inh	JMJD2A Tudor inh
1. CCn1ncc(/C=C/C(=O)Nc2c(C)nn(Cc3ccc(Cl)cc3Cl)c2C)c1C
→ ?	-16%	4%	?	-4%	5%	0%	-26%	-6%
2. COC(=O)CCC(=O)Nc1ccc(Cl)c(Cl)c1
→ 6%	-5%	18%	5%	-12%	7%	-2%	-4%	-12%
3. O=C(C1=NN[C@@H]2C(=O)N(c3cccc(C(F)(F)F)c3)C(=O)[C@H]12)c1ccc2ccccc2n1
→ 19%	2%	37%	-13%[59 µM]	-14%	?	11%	-20%	-15%
4. O=C(CNC(=O)c1ccccn1)N/N=C/c1ccc2c(c1)OCO2
→ 31%[activator]	-11%	6%	10%	-8%	3%	2%	-12%	7%
5. CCC1=NN(C(=O)c2cccc(Br)c2)C(O)(c2ccc(Br)cc2)C1 (stereo not given)
→ -8%	-20%	9%	26%[59 µM]	-10%[60.1 µM]	40µM*	2%	?	?
6. Cc1ccc(NC(=O)/C(=C\c2ccccc2)NC(=O)c2ccco2)cc1
→ 110%[activator]	-2%	-27%	23%[12.7 µM]	-4%	2%	2%	3%	-1%
7. COc1cccc(NC(=O)CN2CCCCCC2)c1
→ -8%	-2%	26%	.	-12%	0%	1%	-1%	-7%
8. O=C(NCCc1ccccc1)C(NS(=O)(=O)c1cccc2nsnc12)c1ccccc1 (stereo not given)
→ 14%	3%	-24%	-10%	-18%	-30%	-5%	-6%	-18%
9. Cc1ccc(CNC(=O)c2ccc3c(c2)N(Cc2ccccc2)C(=O)c2ccccc2S3(=O)=O)cc1
→ 28%	-8%	14%	2%[59 µM]	-10%	-35%	.	.	-14%
10. COc1ccc(C2SCCN2C(=S)Nc2cccc(C(F)(F)F)c2)cc1 (stereo not given)
→ 11%	-5%	9%	?	12%	-3%	17%	-12%	-7%

Structures shown so far with sulfur (3):
Under each structure – POLI inh	BLM inh	POLB inh	G9a block	Pol kappa inh	BAZ2B block	APE1 inh	POLH inh	JMJD2A Tudor inh
8. O=C(NCCc1ccccc1)C(NS(=O)(=O)c1cccc2nsnc12)c1ccccc1 (stereo not given)
→ 14%	3%	-24%	-10%	-18%	-30%	-5%	-6%	-18%
9. Cc1ccc(CNC(=O)c2ccc3c(c2)N(Cc2ccccc2)C(=O)c2ccccc2S3(=O)=O)cc1
→ 28%	-8%	14%	2%[59 µM]	-10%	-35%	.	.	-14%
10. COc1ccc(C2SCCN2C(=S)Nc2cccc(C(F)(F)F)c2)cc1 (stereo not given)
→ 11%	-5%	9%	?	12%	-3%	17%	-12%	-7%

(continued)
Under each structure – POLI inh	BLM inh	POLB inh	G9a block	Pol kappa inh	BAZ2B block	APE1 inh	POLH inh	JMJD2A Tudor inh
11. CCOC(=O)N1CCN(C(=O)/C(=C/c2ccc(Cl)cc2)NC(=O)c2ccccc2)CC1
→ 8%	-1%	0%	0%	-17%	-14%	4%	0%	-7%
12. COc1ccc(/C=N/NC(=O)Nc2cccc3nsnc23)cc1OC
→ 28%	-4%	-1%	13%	-13%	4%	-1%	-9%	1%
13. COc1ccc(NC(=O)CC2C(=O)N(c3ccc(C)cc3)C(=O)N2Cc2ccc(C)cc2)cc1 (stereo not given)
→ -12%	-1%	64%	-7%[59 µM]	4%	-1%	.	1%	-10%
14. COc1ccc(CNC(=O)C2CCCN2C(=O)NC2CCCCC2)cc1 (stereo not given)
→ -2%	-2%	20%	-16%[59 µM]	-10%	-4%	8%	-7%	0%
15. Cc1ccc(C(=O)Nc2ccncc2)c(C)c1
→ 130%[activator]	-5%	24%	4%	-3%	4%	18%	8%	-3%
16. CC(=O)NCCc1nc2ccccc2n1Cc1cc(C)ccc1C
→ 22%	1%	3%	.	-10%	-16%	12%	0%	-20%
17. CCCn1c(CCc2ccccc2)n[nH]c1=S
→ 128%[activator]	-4%	10%	40µM*	-14%	8%	1%	11%	4.5µM*
18. COc1ccccc1C(=O)N/C(=C/c1ccc(Br)cc1)C(=O)NCCO
→ 4%	-1%	36%	3%[59 µM]	-15%	-1%	-1%	-2%	-10%
19. COc1ccc(CN(C)C(=O)C2CC(=O)N(c3ccc4c(c3)OCCO4)C2)c(OC)c1 (stereo not given)
→ -14%	.	.	?	-8%	-6%	12%	-3%	-29%
20. CCc1ccc(N(C(=O)c2csnn2)C(C(=O)NC(C)(C)CC)c2ccccn2)cc1 (stereo not given)
→ 13%	-4%	48%	31%	-1%	-12%	-10%	-7%	-15%

Under each structure – POLI inh	BLM inh	POLB inh	G9a block	Pol kappa inh	BAZ2B block	APE1 inh	POLH inh	JMJD2A Tudor inh
21. Cn1c(SCC(=O)NC2CCCCC2)nnc1-c1ccccc1F
→ 4%	1%	17%	-9%	9%	1%	10%	12%	-5%
22. COC(=O)COc1ccc(S(=O)(=O)NCCC2=CCCCC2)cc1C
→ 22%	-12%	-8%	-4%	2%	13%	-3%	-8%	14%
23. Cc1cccc2cc(CN(CC3CCCO3)C(=O)c3ccco3)c(=O)[nH]c12 (stereo not given)
→ ?	1%	4%	50µM*	-2%	-29%	-7%	-2%	-6%
24. Cc1nc2c(C(=O)NCc3cccs3)cnn2c(C)c1Cc1ccccc1
→ .	-1%	-10%	24%	.	-5%	0%	.	.
25. COC(C/C=C/[C@H](O)COCc1ccccc1)OC
→ -12%	-3%	2%	33%[59 µM]	15%	6%	-1%	-7%	-8%
26. COc1ccccc1CC(=O)N1CCCC(CCC(=O)NCc2ccccc2F)C1 (stereo not given)
→ 24%	0%	0%	-6%	-17%	-2%	-2%	8%	-1%
27. Cc1ccccc1NC(=O)Cc1cccs1
→ -8%	-5%	0%	23%	-10%	-22%	0%	-1%	4%
28. Cc1ccccc1Cn1cc(CCC(=O)N2CCOCC2)c2ccccc21
→ 0%	-4%	25%	?	-10%	-14%	10%	-8%	-20%
29. COc1ccc(C(C)=O)cc1CS(=O)(=O)CC(=O)NCCc1c[nH]c2ccccc12
→ -19%	.	.	-6%[59 µM]	9%	-4%	11%	-12%	-12%
30. CC(=O)Nc1cccc(-c2nnc(SCC(=O)c3cc([N+](=O)[O-])ccc3Cl)o2)c1
→ -7%	-5%	0%	-38%[59 µM]	-11%	?	.	-5%	-13%

Under each structure – POLI inh	BLM inh	POLB inh	G9a block	Pol kappa inh	BAZ2B block	APE1 inh	POLH inh	JMJD2A Tudor inh
31. CC(=O)c1cccc(-n2nnnc2SCC(=O)NNC(=O)C2CCCCC2)c1
→ 79%[activator]	-1%	19%	-32%	-16%	-3%	-7%	-2%	-15%
32. Cn1c(C(=O)O)c(CC(=O)Nc2ccc3c(c2)OCCO3)c2ccccc21
→ 50%[activator]	0%	27%	3%[59 µM]	-11%	-36%	7%	-2%	-14%
33. COc1ccc(NC(=O)CN(C)C(=O)CCc2nc3cc(S(=O)(=O)N4CCOCC4)ccc3n2C)cc1
→ 24%	.	.	21%[2.33 µM]	-9%	10%	21%	-14%	-11%
34. C=CCn1c(-c2ccc(OC)cc2)csc1=Nc1c(C)n(C)n(-c2ccccc2)c1=O
→ 10%	3%	21%	?	-7%	?	3%	-14%	?
35. O=C(c1c2c(nc3ccccc13)C(=O)N(C1CCCCC1)C2)N1CCN(c2ccc(F)cc2)CC1
→ 42%[activator]	-2%	-2%	-4%[59 µM]	2%	-26%	.	-16%	-29%
36. COc1ccc(-c2nc3scc(CCNS(=O)(=O)c4ccc(F)cc4C)n3n2)cc1
→ 2%	-2%	-11%	10%[59 µM]	-15%[60.1 µM]	-10%	.	-10%	-4%
37. CCc1cc(=O)oc2cc(C)cc(OC(=O)c3ccco3)c12
→ 7%	1%	-20%	1%[12.7 µM]	-1%	4%	-1%	-13%	-4%
38. O=C(COc1ccccc1)N(Cc1cccnc1)c1nc2c(F)cc(F)cc2s1
→ 0%	-4%	-13%	3%[59 µM]	-7%[60.1 µM]	-12%	.	-19%	?
39. Cc1ccc(Cl)cc1NC(=O)CC(O)(C(F)(F)F)C(F)(F)F
→ 27%	-2%	11%	-3%[59 µM]	-14%	6%	-1%	-7%	-17%
40. CC(=O)c1ccc(N2CCN(C(C)C(=O)Nc3ccc4c(c3)OCCO4)CC2)cc1 (stereo not given)
→ -9%	.	.	.	-10%	.	22%	-10%	-13%

Under each structure – POLI inh	BLM inh	POLB inh	G9a block	Pol kappa inh	BAZ2B block	APE1 inh	POLH inh	JMJD2A Tudor inh
41. O=c1[nH]c(-c2ccc(Cl)cc2)cs1
→ 9%	1%	7%	-9%	-8%	.	-4%	-9%	-19%
42. CC1CCc2c(nc3ncnn3c2N2CCN(c3ccccc3)CC2)C1 (stereo not given)
→ 1%	-1%	24%	-49%	-2%	7%	7%	-8%	12%
43. CCn1c(=O)c(C(=O)CN2CCN(S(=O)(=O)c3cc(C)ccc3C)CC2)c(N)n(Cc2ccccc2)c1=O
→ 2%	-11%	30%	17%[59 µM]	-3%	-12%	19%	-24%	?
44. O=C1c2ccccc2S(=O)(=O)N1Cc1c(F)cccc1Cl
→ 4%	-5%	13%	-4%	-9%	10%	8%	-7%	8%
45. COc1ccccc1C(=O)Nc1cc2ccccc2oc1=O
→ 12%	1%	9%	-49%	1%	-2%	7%	?	-14%
46. CCc1cccc(-n2c(=O)c3cccnc3n2CC(=O)NCc2ccc(C)cc2)c1
→ 8%	-12%	13%	-1%[59 µM]	-8%	-5%	.	10%	-7%
47. CCCN1CCN(CCCNC(=O)C2CCN(c3nnc(-n4c(C)ccc4C)s3)CC2)CC1
→ 28%	1%	0%	?	1%	-8%	-3%	-9%	-10%
48. CC(C)CN1C(=O)C(=O)N(CC(=O)NCc2ccc3c(c2)OCO3)C1=O
→ 0%	-3%	1%	13%	-16%	0%	-1%	1%	-12%
49. CCOC(=O)CNC(=O)c1cc2c(=O)n(CC)c3ccccc3c2s1
→ ?	-5%	28%	8%[59 µM]	-9%	-2%	.	-4%	-14%
